From PubChem BioAssay
Pf Dd2 inh – inhibitors of Plasmodium falciparum Dd2 growth; 94,000 compounds, 2.3% hits; AID 1159554; activity change, % at 10 µM; P. falciparum Dd2 growth, SYBR Green, 72 h; active compounds read low; in the data active means activity change below about -80%
C diff HTS – C. difficile growth inhibition. Clostridium difficile clinical isolate growth, OD600, 24 h; active compounds read low. growth activity, negative = inhibition, % at 16 µg/mL (by protocol). 86,000 compounds, 0.25% hits;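 active means mean growth activity at or below -80% and every replicate also at or below -80%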;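 further: 0% = DMSO wells and -100% = levofloxacin 16 µg/mL wells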
GASC1 inh – KDM4C (human) demethylase inhibition; Q9H3R0; GST-KDM4C 2-372, H3K9me3 peptide, LANCE TR-FRET; inhibition, % at 12.5 µM; 96,000 compounds, 0.15% hits; AID 720574;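 active means mean replicate inhibition above about 25%, with at least 55% of replicates also reaching it, limit read from the data, passing the limit was not always enough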
Target sequence (Q9H3R0 2-372 limits assumed): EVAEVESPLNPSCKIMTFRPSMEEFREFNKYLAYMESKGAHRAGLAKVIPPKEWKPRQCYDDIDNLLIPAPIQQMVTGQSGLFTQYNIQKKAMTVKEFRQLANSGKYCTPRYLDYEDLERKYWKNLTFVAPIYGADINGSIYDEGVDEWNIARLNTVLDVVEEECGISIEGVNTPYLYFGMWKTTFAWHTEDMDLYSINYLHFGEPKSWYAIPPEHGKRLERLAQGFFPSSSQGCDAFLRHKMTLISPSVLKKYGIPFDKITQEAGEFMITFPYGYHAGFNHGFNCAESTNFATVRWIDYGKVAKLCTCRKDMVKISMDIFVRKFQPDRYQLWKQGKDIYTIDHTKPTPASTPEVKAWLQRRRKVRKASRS
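System – N-terminal GST-fused human GASC-1 (KDM4C) fragment, residues 2-372 · Input – enzyme final amount 10 nM · Technique – LANCE TR-FRET, Eu antibody, ULight-streptavidin, EDTA, ex 340 nm, em 618/671 nm · Medium – HEPES buffer, pH 7.5, plus ascorbate · Incubation – enzyme reaction 30 min, then detection 60 min, both room temperature · Reagent – H3K9me3 peptide with Fe(II)/2OG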
Tcruzi prolif – inhibitors of T. cruzi proliferation; T. cruzi beta-gal in NIH3T3, GalScreen luminescence, 90 h; inhibition, % at 8.34 µM; 77,000 compounds, 5.9% hits; AID 624255;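 active means mean inhibition above about 93%, with at least 55% of replicates each passing it, limit read from the data, passing the limit was not always enough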
An asterisk follows results filed as active; x = not tested or not shown; & = joins results of further samples.

molecule,Pf Dd2 inh,C diff HTS,GASC1 inh,Tcruzi prolif
C[C@H]1CN([C@@H](C)CO)S(=O)(=O)c2ccc(C#CC(C)(C)O)cc2O[C@@H]1CN(C)C(=O)CN(C)C,51,-5,0.6,28
CC(C)C(=O)Nc1ccc2c(c1)C(=O)N(C)[C@@H]1CC[C@@H](CC(=O)NC3CCCC3)O[C@@H]1CO2,4,-1,-0.6,-12
N#C[C@H]1[C@@H](c2ccccc2)[C@H](CO)N1S(=O)(=O)c1ccc(-c2ccccc2)cc1,7,7,0.0,94
COc1ccc(CN(C)C[C@@H]2Oc3ccc(NS(=O)(=O)c4c(C)noc4C)cc3C(=O)N([C@H](C)CO)C[C@H]2C)cc1,21,-2,1.5,-18
Cc1ccc(S(=O)(=O)N(C)C[C@@H]2Oc3ccc(NC(=O)CCCCCC(=O)Nc4ccccc4N)cc3C(=O)N([C@H](C)CO)C[C@H]2C)cc1,-12,-4,0.7,x
COc1ccc(S(=O)(=O)Nc2ccc3c(c2)C(=O)N([C@H](C)CO)C[C@@H](C)[C@H](CN(C)Cc2ccc(C(F)(F)F)cc2)OCCCC[C@H](C)O3)cc1,-71,27,-1.4,73
C[C@H](CO)N1C[C@H](C)[C@H](CN(C)C(=O)CC2CC2)Oc2ncc(C#C[C@@H](C)O)cc2C1=O,x,3,-1.9,18
CO[C@@H]1CN(C)C(=O)c2ccc(NC(=O)Nc3cc(F)ccc3F)cc2OC[C@H](C)N(C)C[C@@H]1C,-8,x,2.2,12
C[C@@H]1CN([C@@H](C)CO)C(=O)c2cc(NC(=O)Cc3cn(C)c4ccccc34)ccc2O[C@@H]1CN(C)C,11,0&-1,-0.9,x
CCC(=O)N1[C@@H](CO)[C@H](c2ccccc2)C12CN(C(=O)c1ccc(F)cc1)C2,-37,-7,1.2,x
Cc1noc(C)c1S(=O)(=O)Nc1ccc2c(c1)C(=O)N([C@H](C)CO)C[C@@H](C)[C@@H](CN(C)S(=O)(=O)c1ccccc1)O2,5,x,-1.7,-88
C[C@H]1CN([C@@H](C)CO)S(=O)(=O)c2ccc(C3=CCCCC3)cc2O[C@@H]1CN(C)S(=O)(=O)c1ccc(F)cc1,-60,4,0.7,117*

Next part, overlapping the part above by six compounds.
molecule,Pf Dd2 inh,C diff HTS,GASC1 inh,Tcruzi prolif
C[C@H](CO)N1C[C@H](C)[C@H](CN(C)C(=O)CC2CC2)Oc2ncc(C#C[C@@H](C)O)cc2C1=O,x,3,-1.9,18
CO[C@@H]1CN(C)C(=O)c2ccc(NC(=O)Nc3cc(F)ccc3F)cc2OC[C@H](C)N(C)C[C@@H]1C,-8,x,2.2,12
C[C@@H]1CN([C@@H](C)CO)C(=O)c2cc(NC(=O)Cc3cn(C)c4ccccc34)ccc2O[C@@H]1CN(C)C,11,0&-1,-0.9,x
CCC(=O)N1[C@@H](CO)[C@H](c2ccccc2)C12CN(C(=O)c1ccc(F)cc1)C2,-37,-7,1.2,x
Cc1noc(C)c1S(=O)(=O)Nc1ccc2c(c1)C(=O)N([C@H](C)CO)C[C@@H](C)[C@@H](CN(C)S(=O)(=O)c1ccccc1)O2,5,x,-1.7,-88
C[C@H]1CN([C@@H](C)CO)S(=O)(=O)c2ccc(C3=CCCCC3)cc2O[C@@H]1CN(C)S(=O)(=O)c1ccc(F)cc1,-60,4,0.7,117*
Cc1noc(C)c1S(=O)(=O)N(C)C[C@@H]1OCCCC[C@@H](C)Oc2ccc(NC(=O)CCC(F)(F)F)cc2C(=O)N([C@@H](C)CO)C[C@@H]1C,-17,0,0.5,-8
CC(C)CC#Cc1cnc2c(c1)C(=O)N([C@H](C)CO)C[C@H](C)[C@@H](CN(C)C(=O)c1ccc(F)cc1)O2,-47,-3,-0.8,18
CC(C)C#Cc1ccc([C@@H]2[C@@H](C#N)N(C(=O)C3CCOCC3)[C@H]2CO)cc1,-8,2,0.1,45
COCC(=O)N(C)C[C@H]1Oc2cc(-c3ccc(C)cc3)ccc2S(=O)(=O)N([C@H](C)CO)C[C@@H]1C,x,-17,-3.2,-22
COc1ccccc1-c1ccccc1[C@@H]1[C@@H](C#N)N(C(=O)C2CC2)[C@H]1CO,14,-3,1.9,x
CCCNC(=O)Nc1ccc2c(c1)OC[C@@H](C)N(C(=O)C1CCCC1)C[C@@H](C)[C@H](OC)CN(C)C2=O,x,x,-0.2,9
Cc1ccc(S(=O)(=O)Nc2ccc3c(c2)C(=O)N([C@@H](C)CO)C[C@H](C)[C@@H](CN(C)Cc2ccc(C(=O)O)cc2)O3)cc1,56,3,6.8,17
C[C@H]1CN([C@@H](C)CO)C(=O)c2cc(NC(=O)C3CC3)ccc2O[C@H]1CN(C)C(=O)NC1CCCCC1,12,-2,-0.1,21
C[C@H]1CCCCO[C@H](CN(C)S(=O)(=O)c2cn(C)cn2)[C@@H](C)CN([C@@H](C)CO)C(=O)c2cc(N(C)C)ccc2O1,12,2,11,-28
C[C@@H]1CN([C@@H](C)CO)C(=O)c2cccc(N(C)C)c2O[C@@H]1CN(C)S(=O)(=O)c1ccc(F)cc1,-11,8&-1,-0.6,x
CN1C(=O)c2cc(NC(=O)c3ccc(F)cc3)ccc2OC[C@H]2O[C@@H](CC(=O)NCC3CCCCC3)CC[C@H]21,-3,1,4.0,101*
C/C=C/c1ccc([C@@H]2[C@H]3CN(C(=O)Nc4cccc(OC)c4)CC(=O)N3[C@H]2CO)cc1,-24,32,0.7,x
N#C[C@H]1N[C@H](CO)[C@H]1c1ccc(C#Cc2ccccc2F)cc1,-3,-5,-0.6,84
CCNC(=O)[C@@H]1[C@@H](CO)[C@@H]2Cn3c(ccc(-c4ccc(F)cc4)c3=O)[C@@H]2N1C,32,-1,2.6,x
COc1ccccc1NC(=O)N(C)C[C@H]1Oc2ncc(C#CC(C)C)cc2C(=O)N([C@H](C)CO)C[C@H]1C,-1,1,-0.8,29
Cc1noc(C)c1NC(=O)Nc1ccc2c(c1)C(=O)N([C@H](C)CO)C[C@H](C)[C@@H](CN(C)C(=O)NC(C)C)OCCCC[C@H](C)O2,12,-3,0.7,-17
COc1cccc(-c2ccc3c(c2)[C@H]2[C@H](CCN2S(=O)(=O)c2cn(C)cn2)[C@H](CO)N3)c1,-13,2,-1.2,38
CC(C)CC#Cc1cnc2c(c1)C(=O)N([C@@H](C)CO)C[C@H](C)[C@@H](CN(C)C(=O)c1cnccn1)O2,20,-5,19,32
COc1ccc(NC(=O)N(C)C[C@@H]2Oc3ncc(C#Cc4ccc(C(F)(F)F)cc4)cc3C(=O)N([C@H](C)CO)C[C@@H]2C)cc1,-73,21,-1.3,108*
O=S(=O)(N[C@@H]1CC[C@H](CCn2cc(-c3ccccn3)nn2)O[C@@H]1CO)c1cccc(F)c1,-13,-2,-0.5,-10
O=C(Nc1cc(F)ccc1F)N1CCCCN2[C@H](C1)[C@H](c1ccc(-c3ccccc3)cc1)[C@@H]2CO,-7,20,-0.8,99*
C[C@@H]1CN([C@H](C)CO)C(=O)c2cc(NS(=O)(=O)c3ccc(F)cc3)ccc2O[C@H]1CN(C)S(C)(=O)=O,16,-2,0.6,27
COc1ccc(S(=O)(=O)Nc2ccc3c(c2)C(=O)N([C@@H](C)CO)C[C@@H](C)[C@@H](CN(C)Cc2ccc(C(=O)O)cc2)O3)cc1,18,-2,-0.4,-20
Cc1ccccc1-c1cnc2c(c1)C(=O)N([C@@H](C)CO)C[C@H](C)[C@H](CN(C)C(=O)c1cccnc1)O2,x,5,-1.2,-53
CN1CCN(C(=O)C[C@H]2CC[C@H]3[C@@H](COC[C@H](O)CN3C(=O)c3ccccc3F)O2)CC1,x,6&1,0.8,-2
COc1ccc(S(=O)(=O)Nc2ccc3c(c2)C(=O)N([C@@H](C)CO)C[C@H](C)[C@@H](CN(C)C(=O)Cc2ccccc2)OCCCC[C@H](C)O3)cc1,-38,-8,0.9,96
O=C(C[C@@H]1C=C[C@@H](NC(=O)Nc2ccc3c(c2)OCO3)[C@@H](CO)O1)NCCCN1CCOCC1,20,4,1.1,x
Cc1cccc(S(=O)(=O)N2C[C@@H](O)COC[C@@H]3O[C@H](CC(=O)Nc4ccccc4)CC[C@H]32)c1,-9,0,-0.5,49
CC(C)CC#Cc1ccc2c(c1)O[C@H](CN(C)C(=O)C1CCCCC1)[C@@H](C)CN([C@H](C)CO)S2(=O)=O,-39,18,12,118*
CCN(C[C@@H]1[C@@H](c2ccccc2)[C@H](CO)N1C(=O)C1CC1)C(=O)NC1CCCC1,11,2,1.1,97*
CN1C(=O)c2cc(NC(=O)c3ccc(F)c(F)c3)ccc2OC[C@H]2O[C@@H](CC(=O)N3CCOCC3)CC[C@H]21,-15,-5,-0.5,-29
Cc1noc(C)c1NC(=O)N[C@H]1C=C[C@H](CC(=O)NCCCN(C)C)O[C@H]1CO,-15,-1,2.4,-23
COc1ccc(NC(=O)N(C)C[C@H]2Oc3ccc(NC(=O)Nc4ccc(C(F)(F)F)cc4)cc3CC(=O)N([C@H](C)CO)C[C@@H]2C)cc1,-88*,11,-1.1,35
O=C(NC1CCC1)[C@@H]1[C@@H](CO)[C@@H]2Cn3c(ccc(-c4ccccc4)c3=O)[C@H]1N2Cc1cocn1,5,2,0.3,5
COc1ccccc1-c1ccc([C@H]2[C@@H](C#N)N(C(=O)CN(C)C)[C@H]2CO)cc1,16,5,-2.2,40
CCCC(=O)Nc1ccc2c(c1)C(=O)N(C)C[C@@H](OC)[C@@H](C)CN(Cc1ccccc1)[C@@H](C)CO2,-33,15,0.6,-7

The results go on.
Under each structure: Pf Dd2 inh, C diff HTS, GASC1 inh, Tcruzi prolif
- COc1ccc(CN(C)C[C@@H]2OCCCC[C@H](C)Oc3ccc(NS(=O)(=O)c4cn(C)cn4)cc3C(=O)N([C@H](C)CO)C[C@H]2C)cc1
  2, -2, 3.6, -5
- O=C(c1cccc(F)c1)N1CCCCN2[C@H](CO)[C@H](c3ccc(-c4cccnc4)cc3)[C@H]2C1
  -6, -3, 1.3, 60
- C[C@H](CO)N1C[C@H](C)[C@@H](CN(C)C(=O)c2ccccn2)Oc2ncc(C3=CCCC3)cc2C1=O
  -2, 0, 3.4, x
- COCC(=O)N1[C@H](C#N)[C@@H](c2ccc(-c3cccc(F)c3)cc2)[C@@H]1CO
  2, 11, -1.6, 2
- O=C(c1ccc(F)cc1)N1CC(=O)N2[C@H](CO)[C@@H](c3ccc(C#CC4CCCC4)cc3)[C@@H]2C1
  -49, 0, -0.3, x
- C[C@H](CO)N1C[C@H](C)[C@H](CN(C)S(C)(=O)=O)OCCCC[C@H](C)Oc2ccc(NC(=O)Nc3ccc(F)cc3)cc2C1=O
  -13, -4, 0.6, 16
- COc1ccc(NC(=O)Nc2ccc3c(c2)C(=O)N([C@H](C)CO)C[C@H](C)[C@H](CN(C)S(C)(=O)=O)OCCCC[C@H](C)O3)cc1
  25, 4, 0.4, -29
- COc1ccc(NC(=O)Nc2ccc3c(c2)CC(=O)N([C@H](C)CO)C[C@@H](C)[C@@H](CN(C)C(=O)Nc2ccc4c(c2)OCO4)O3)cc1
  -4, -6, 0.5, -29
- Cc1ccc(S(=O)(=O)N(C)C[C@H]2Oc3ccc(N(C)C)cc3CC(=O)N([C@H](C)CO)C[C@H]2C)cc1
  -4, 6, -1.8, x
- COc1cccc(S(=O)(=O)Nc2ccc3c(c2)C(=O)N(C)[C@H]2CC[C@H](CC(=O)Nc4ccc(C(C)C)cc4)O[C@@H]2CO3)c1
  -32, 66, -0.5, 79
- CC(=O)N(C)C[C@H]1Oc2ncc(-c3cccc(C#N)c3)cc2C(=O)N([C@@H](C)CO)C[C@@H]1C
  40, -1, 0.0, 10
- CCCC#Cc1ccc([C@H]2[C@@H](CO)N3CCCCN(S(=O)(=O)c4ccccc4C)C[C@@H]23)cc1
  -73, 12, 14, 108*
- COc1cccc(S(=O)(=O)N(C)C[C@H]2Oc3cc(C4=CCCC4)ccc3S(=O)(=O)N([C@@H](C)CO)C[C@@H]2C)c1
  -20, -1, 0.4, 77
- CC(C)(C)[S@@](=O)N1Cc2cc(C(=O)O)nc(-c3cccc(-c4cccc(F)c4)c3)c2[C@H]1CCO
  41, -9, 4.8, x
- CO[C@H]1CN(C)C(=O)c2ccc(NC(=O)Nc3cccc(Cl)c3)cc2OC[C@@H](C)NC[C@@H]1C
  -19, x, 0.1, -105
- C[C@H]1CN([C@@H](C)CO)C(=O)Cc2cc(NS(=O)(=O)c3ccc(F)cc3)ccc2O[C@@H]1CN(C)S(=O)(=O)c1ccccc1
  5, -3, -0.1, -2
- CC(C)NC(=O)Nc1ccc2c(c1)C(=O)N([C@@H](C)CO)C[C@@H](C)[C@@H](CN(C)C)OCCCC[C@@H](C)O2
  22, -3, 0.6, 23
- Cc1ccc(S(=O)(=O)N(C)C[C@H]2Oc3ccc(NS(=O)(=O)c4ccc(F)cc4)cc3C(=O)N([C@H](C)CO)C[C@@H]2C)cc1
  -62, -13, -0.5, 28
